Source: PubChem
Cycloheximide cs: counter-screen hit for Shiga toxin inhibitors, cycloheximide. cell reporter, cycloheximide protein synthesis inhibition counterscreen. max response, %. 300,000 tested, 12% active. AID 2314; in the data active = max response mostly above about 13%, no sharp cut-off; inactive = mostly below about 14%; also: read at 38.3 µM for the half of the compounds with a filed dose; 0% is about no effect
Pf growth 48h: P. falciparum growth inhibition at 48 hours (one generation); Potency, µM (doses to about 28.7 µM), for the others: at the highest dose activity change, negative = inhibition, actives largely listed as inhibitors; 310,000 tested, 5.9% active; P. falciparum luciferase growth in erythrocytes, 48 h; also: potency is read from the fitted curve at half-maximal effect; % is scaled to controls: 0 for no effect and ±100 for the full control effect
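Growth was read as firefly luciferase luminescence after a 48 h, 37 C, 5% CO2 exposure of compounds to reporter-bearing P. falciparum cultures (0.1% parasitemia, 2% hematocrit final) in Albumax-supplemented RPMI 1640.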
AmpC inh no detg: AmpC beta-lactamase inhibition without detergent; 330,000 tested, 0.52% active; AmpC nitrocefin hydrolysis, absorbance 480 nm, 0.0001% Triton; Potency, µM (series often up to 57.1 µM), without a hit: at the top dose activity change, negative = inhibition, usual class: inhibitors; P00811;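 also: potency is read from the fitted curve at half-maximal effect; plate controls were no compound for no effect and no enzyme for full effect; nearly all actives have a fitted effect of over 20% in size; some results filed as inactive show a strong effect at the top dose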
Target sequence (P00811 whole entry, looked up): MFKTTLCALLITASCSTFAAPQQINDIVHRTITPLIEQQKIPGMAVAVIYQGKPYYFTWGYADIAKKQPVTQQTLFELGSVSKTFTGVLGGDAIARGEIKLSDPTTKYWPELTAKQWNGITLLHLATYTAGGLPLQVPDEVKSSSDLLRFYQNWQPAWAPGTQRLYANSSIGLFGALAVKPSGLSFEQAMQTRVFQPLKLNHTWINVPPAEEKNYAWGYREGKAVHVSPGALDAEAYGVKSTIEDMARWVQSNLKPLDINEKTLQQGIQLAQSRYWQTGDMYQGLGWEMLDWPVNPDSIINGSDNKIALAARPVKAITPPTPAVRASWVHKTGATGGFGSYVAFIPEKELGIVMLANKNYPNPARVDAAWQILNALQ
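AmpC (5.3 nM in the dispensed reagent) in 20 mM phosphate pH 7.0 with 0.01% (detergent screen) or 0.0001% Triton X-100 was preincubated with compounds for 15 min at room temperature. Nitrocefin was then added from an 800 uM solution, and hydrolysis was followed at 480 nm.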
Pf growth 96h: inhibits malaria parasite growth, 96 h; P. falciparum luciferase reporter growth, 96 h; 320,000 tested, 6.9% active; AID 504834; Potency, µM (titrated, usually from 28.7 µM), for inactives: at the top dose activity change, negative = inhibition, most hits filed as inhibitors; also: potency is read from the fitted curve at half-maximal effect; % is scaled to controls: 0 for no effect and ±100 for the full control effect
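Luminescence readout: decreased luciferase signal marks inhibited growth of reporter-expressing P. falciparum in infected red cells (2% hematocrit, 0.05% parasitemia final), exposed to compound two generations (96 h, 37 C, 5% CO2).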
LmPK inh: inhibitors of Leishmania mexicana pyruvate kinase; Q27686; purified LmPK, Kinase-Glo ATP luminescence, 1 h; Potency, µM (top dose mostly 57.5 µM), for inactives: at the highest dose activity change, negative = inhibition, usual class: inhibitors; 290,000 tested, 0.37% active; also: potency is read from the fitted curve at half-maximal effect; % is scaled to controls: 0 for no effect and ±100 for the full control effect
Target sequence (Q27686 whole entry, looked up): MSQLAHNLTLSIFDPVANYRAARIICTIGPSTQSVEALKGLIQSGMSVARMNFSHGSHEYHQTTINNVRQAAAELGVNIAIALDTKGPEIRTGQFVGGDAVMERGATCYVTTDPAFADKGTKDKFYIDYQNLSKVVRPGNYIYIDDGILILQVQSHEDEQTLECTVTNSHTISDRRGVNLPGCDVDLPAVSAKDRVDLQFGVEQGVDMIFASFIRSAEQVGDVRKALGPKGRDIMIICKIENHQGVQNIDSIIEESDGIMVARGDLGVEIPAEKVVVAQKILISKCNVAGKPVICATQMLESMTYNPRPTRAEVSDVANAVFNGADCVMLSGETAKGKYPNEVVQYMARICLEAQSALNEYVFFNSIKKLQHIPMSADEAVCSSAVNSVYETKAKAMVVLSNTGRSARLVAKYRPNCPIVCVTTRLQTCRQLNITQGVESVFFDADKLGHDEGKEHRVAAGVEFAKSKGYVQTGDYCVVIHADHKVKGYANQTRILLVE
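Pyruvate kinase activity monitored as ATP production (luciferase luminescence). Conditions: 0.1 nM enzyme, 0.5 mM PEP, 0.1 mM ADP, 1 h, RT; normalized against uninhibited and no-enzyme wells.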
TbPYK inhibitor: inhibitors of Trypanosoma brucei pyruvate kinase. Potency, µM (doses to about 76.8 µM), inactives show top-dose activity, negative = inhibition, actives largely listed as inhibitors. TbPYK enzyme, Kinase-Glo Plus ATP luminescence, 45 min. 410,000 tested, 0.12% active. Q57TT1; also: potency is read from the fitted curve at half-maximal effect; % is scaled to controls: 0 for no effect and ±100 for the full control effect; nearly all actives have a fitted effect of over 50% in size
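Glycolytic pyruvate kinase of T. brucei was incubated with substrate, test compound and 130 uM ADP for 45 minutes at room temperature. Luminescent Kinase-Glo Plus signal was measured after 10 minutes.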
Shiga inhibitor: inhibitors of Shiga toxin in Vero cells | Vero cells, Shiga toxin protein synthesis inhibition reporter | inhibition, % at 38.7 µM | 290,000 tested, 9.2% active; in the data active = inhibition mostly above about 28%, no sharp cut-off; inactive = mostly below about 43%; also: 0% is about no effect
Starred values were filed as active, the others as inactive; ? = inconclusive; nt = not tested or not shown; & = joins results of further samples; [ ] = another dose, or the depositor's remark. Unless noted, calls follow the shape of the dose curve; as a rule, active = well fitted curve in the direction sought with a large enough effect; inconclusive = small, poorly fitted or top-dose-only effect, or another doubt; inactive = no such curve, though single readings can be large; an effect the other way counts as inactive or inconclusive.

smiles	Cycloheximide cs	Pf growth 48h	AmpC inh no detg	Pf growth 96h	LmPK inh	TbPYK inhibitor	Shiga inhibitor
COCCCC1CCN(C(=O)C2CCC(=O)N(CC3CCCCC3)C2)CC1 (stereo not given)	-3	2%	99%[activator]	1.5µM*	-2%	-2%	3
CCN(CC(=O)Nc1ccc2c(c1)OCCO2)Cc1nc2cc(Cl)ccc2c(=O)[nH]1	nt	?	-25%	?	nt	1%	nt
COc1ccc(NC(=O)c2ccc3ncsc3c2)c2ccccc12	4	?	-1%	-20%	-3%	4%	17
CCOC(=O)C(/C(C)=N/NC(=O)c1ccccc1[N+](=O)[O-])C(C)C (stereo not given)	2	?	-12%	?	-3%	3%	-10
CCCCCOC(=O)Cn1c(SCC(=O)Nc2ccccc2)nc2c1c(=O)[nH]c(=O)n2C	0	?	2%	-5%	4%	-3%	-17
Cc1cccc(C)c1NC(=O)COC(=O)c1ccccc1Nc1ccccc1	-3	-16%	-20%	?	-3%	-9%	-4
Cc1ccccc1N(CC(=O)N/N=C/c1ccc(Cl)cc1)C(=O)c1ccccc1	3	nt	-17%	?	3%	0%	12
Cn1c(=O)c(Nc2ccc(Cl)cc2)c2c3c(cccc31)C(=O)c1ccccc1-2	10	?	-13%	-21%	-1%	2%	-3
O=C(OCCNC(=O)c1ccc2ccccc2n1)c1cccnc1	-2	nt	-2%	?	2%	-7%	-10
COc1ccc(NC(=O)CN(c2ccc(C)cc2)S(=O)(=O)c2c(C)nn(C)c2C)cc1	-5	?	101%[activator]	-2%	0%	0%	-9
CCCN1C2CCCC1CC(NC(=O)c1ccccc1)C2 (stereo not given)	3	6%	-19%	7%	10%	-4%	31
O=C(N/N=C\C1CC=CCC1)c1ccc(Br)o1 (stereo not given)	29*	101%[activator]	-26%	3%	-5%	3%	67*
Nc1n[nH]c(N)c1N=Nc1ccc(Cl)cc1	47*	61%[activator]	-20%	6%	2%	2%	20
O=[N+]([O-])c1cccc(-c2cc(C(F)(F)F)n3nc(-c4ccccc4)cc3n2)c1	19	?	-18%	0%	-6%	4%	14
CN(CC(=O)NCCc1ccc(S(N)(=O)=O)cc1)S(=O)(=O)/C=C/c1ccccc1	-2	-1%	-4%	16%	-4%	4%	3

Only LmPK inh, AmpC inh no detg and TbPYK inhibitor, for some of the entries so far:
canonical_smiles | LmPK inh | AmpC inh no detg | TbPYK inhibitor
COc1ccc(NC(=O)CN(c2ccc(C)cc2)S(=O)(=O)c2c(C)nn(C)c2C)cc1 | 0% | 101%[activator] | 0%
CCCCCOC(=O)Cn1c(SCC(=O)Nc2ccccc2)nc2c1c(=O)[nH]c(=O)n2C | 4% | 2% | -3%
CCOC(=O)C(/C(C)=N/NC(=O)c1ccccc1[N+](=O)[O-])C(C)C (stereo not given) | -3% | -12% | 3%

Other records follow:
smiles	Cycloheximide cs	Pf growth 48h	AmpC inh no detg	Pf growth 96h	LmPK inh	TbPYK inhibitor	Shiga inhibitor
O=C(O)CSc1nccn1-c1cccc(Cl)c1	-3	nt	-3%	-13%	-3%	-1%	-10
Cn1nc(CC(=O)Nc2ncc(Br)s2)c2ccccc2c1=O	9	?	-20%	nt	3%	-2%	12
O=C(NC1CCCCC1)[C@@H]1CSC2c3ccccc3C(=O)N21 (stereo not given in full)	-2	4%	-8%	-8%	7%	4%	9
CCN(Cc1ccccc1)C(=O)c1ccc(C)c(S(=O)(=O)N2CCCCC2)c1	nt	?	48%	?	nt	-8%	nt
CN1CCN(/N=C2/C(=O)Nc3ccc([N+](=O)[O-])cc32)CC1	9	6%	-2%[11.4 µM]	17%	2%	0%	-5
CSc1ccccc1C(=O)Nc1ccc2c(c1)OCCO2	23	37%[activator]	nt	?	-20%	4%	64
O=C(CN1C(=O)C(=O)c2ccccc21)NC1CCCCC1	-3	-16%	-20%	-6%	-4%	12%	-3
CC(C)C[C@H]1CN=C(Nc2ccccc2)N1CC(C)C	nt	?	-16%	54%[activator]	nt	1%	nt
CC(C)CCn1cnc2c([nH]c3cccc(Cl)c32)c1=O	-2	nt	-7%	-23%	7%	0%	41
CCCN(CCC)CCc1cccc2c1CC(=O)N2	nt	-14%	nt	-11%	nt	7%	nt
Cc1ccc(NS(=O)(=O)c2c(C(=O)N3CCOCC3)c(C)n(C)c2C)cc1C	8	17%	16%	-1%	2%	2%	23
O=C(CSc1nccn1-c1ccccc1)NCc1ccc(F)cc1	10	?	-9%	177%[activator]	0%	-5%	-5
CCC(C)c1ccc(S(=O)(=O)N2CCN(CC(O)COCC3CCCO3)CC2)cc1 (stereo not given)	nt	6%	111%[activator]	8%	nt	-2%	nt
COc1ccc(C)cc1NS(=O)(=O)c1cccc2nonc12	-2	-11%	-33%	?	-6%	-1%	-18
Cc1nccn1CC(=O)c1ccc(O)c(O)c1	nt	25%	-15%	?	nt	-24%	nt
Cc1cc(C)n2nc(SCC(=O)NCc3ccco3)nc2n1	1	-24%	-10%	4%	0%	-6%	21
Cc1cc(C=O)c(C)n1-c1ccc(NC2CCCC2)c([N+](=O)[O-])c1	-5	1%	-31%	174%[activator]	-1%	-2%	-11
CC(=O)Nc1ccc(S(=O)(=O)Nc2ccccc2C(=O)N2CCOCC2)cc1	-4	14%	-19%	-11%	-5%	5%	-1
COc1ccc2oc(C(=O)CCC(=O)O)c(N)c2c1	0	nt	-11%	3%	8%	9%	-3
Oc1ccccc1C1CC(c2cccs2)=NC(c2ccc(Cl)cc2)N1 (stereo not given)	37*	?	-49%	0%	3%	-5%	50*
Oc1ccc(Cl)c2c1CCC2	nt	-6%	nt	-18%	nt	-2%	nt
O=C(Nc1ccccc1C(=O)N1CCCCC1)NC1CCCCC1	-2	-3%	2%	-5%	4%	8%	-13
O=C(Nc1cccc(-c2ccc(N3CCOCC3)nn2)c1)c1ccccc1Cl	nt	94%[activator]	-17%	3%	nt	-10%	nt
COc1cccc(OC)c1C(=O)NC(=S)Nc1ccc2c(c1)OCCO2	34*	4.1µM*	-18%	?	-1%	-4%	42*
Cc1ccc(NC(=O)CN2C(=O)NC(C)(CCc3ccccc3)C2=O)cc1 (stereo not given)	-2	-21%	15%	6%	0%	-3%	-16
Cc1ccc(S(=O)(=O)NCC(=O)N2CCN(c3ccccc3F)CC2)cc1	6	-2%	-5%	8%	5%	0%	-2
CC[C@H](C)[C@H](NC(=O)c1ccccc1)C(=O)NC(CC(=O)O)c1ccc(F)cc1 (stereo not given in full)	5	8%	-18%	12%	-5%	0%	3
O=C(NCc1ccc(F)cc1)C(c1cccs1)N(C(=O)c1csnn1)C1CC1 (stereo not given)	6	29%	-3%	6%	2%	3%	24
CC(C)c1ccc(NS(=O)(=O)c2ccc3c(c2)oc(=O)n3C)cc1	-4	-23%	-12%	5%	1%	-1%	-1
CCOc1ccc(S(=O)(=O)n2ccc(C)n2)cc1	-2	-6%	-2%	?	0%	-4%	-7
O[C@@H]1CCCC[C@H]1N1CCC(c2ccccc2)CC1	2&-10	-3%	-24%&-14%	1%	0%&-2%	-1%	17&-15
CCOC(=O)CNc1nc(C(C)(C)C)nc2c1nnn2Cc1ccccc1Cl	-4	?	-12%	24%	6%	-3%	-4
Cc1ccccc1NC(=O)CNc1ccccc1N1CCCCC1	-1	?	40%	?	1%	-2%	-1
CC1C(=O)Nc2ccccc2N1C(=O)c1ccc(O)cc1 (stereo not given)	1	-16%	1%	-19%	2%	0%	-3
CCOCCCn1c(SCC(=O)Nc2ccc(NC(C)=O)cc2)nc2ccccc2c1=O	-2	-13%	-9%	?	3%	-19%	-7
COc1cccc(NC(=S)N(CCCN2CCOCC2)Cc2cn(C)c3ccccc23)c1	0	-22%	146%[activator]	?	-6%	-17%	-8
Cc1ccc(NC(=O)CS(=O)CC(=O)Nc2ccccc2-c2ccc(C)o2)cc1 (stereo not given)	0	0%	-14%	?	3%	-2%	-7
Cc1ccc(/C=C/c2nc3ccccc3[nH]2)o1	40*	115%[activator]	-35%	?	16µM*	?	51*
CC1CC(C)CN(S(=O)(=O)N2CCC(C(=O)NCCc3ccccc3)CC2)C1 (stereo not given)	-4	15%	-2%	-13%	-2%	4%	-7
COc1ccc(S(=O)(=O)Nc2cccnc2)c(Cl)c1Cl	14	7%	-14%	-15%	4%	5%	-3
CCOc1cc(C2NCc3ccccc3-n3cccc32)ccc1OC (stereo not given)	-4	?	6%	23%	1%	-7%	-6
CN(/N=C/c1ccc(Cl)cc1)c1ncc(Cl)cc1C(F)(F)F	11*	?	-28%	10%	0%	2%	1
COc1ccc(Cn2cccc(NC(=O)Nc3ccc(C#N)cc3)c2=O)cc1	-2	?	-19%	-6%	3%	-2%	-5
COCCNC(=O)c1onc(CSc2cccc(Cl)c2)c1C(=O)O	-2	54%[activator]	-1%	47%[activator]	0%	-6%	-2
CC(=O)c1cccc(NC(=O)c2ccc3c(=O)n4c(nc3c2)CCCCC4)c1	20	16%	-13%	5%	-5%	-1%	64
Cc1cc(NC(=O)CSc2nc(-c3ccco3)cc(C(F)(F)F)n2)no1	-4	-23%	-15%	108%[activator]	-7%	4%	10
COC(=O)c1[nH]c2cc(C)ccc2c1NC(=O)CN1CCN(C(=O)c2ccco2)CC1	-3	?	27%	3.3µM*	-1%	-2%	-18
CCOC(=O)c1ccc(NC(=O)Nc2cccc(C)n2)cc1	-5	-5%	-9%	-11%	1%	-3%	1
Cc1c(Cc2ccccc2)c(=O)oc2cc(OCc3nn[nH]n3)ccc12	-8	-7%	-36%	-8%	3%	1%	-2
CCCCOc1ccc(C(=O)Nc2cccc(-n3cnnn3)c2)cc1OC	1	?	-22%	9.3µM*	8%	3%	14
COC(=O)CC/C(=N/Nc1ccc(Cl)c(Cl)c1)C(=O)OC	-2	22%	-19%	20%	4%	3%	0
Oc1ccc(Br)cc1-c1ccn[nH]1	10	23%	-23%	30%	2%	-11%	42*
Cc1c(-c2cccc(Cl)c2)nc2ccccc2c1C(=O)OCC(=O)N(C)C1CCS(=O)(=O)C1 (stereo not given)	-4	?	189%[activator]	?	2%	5%	12
COC(=O)c1cc(C#N)c(=O)[nH]c1C	-3	-4%	-7%	?	-3%	2%	-8
CCOC(=O)C(=O)C1=C(N2CCOCC2)/C(=C\c2ccc(F)cc2)CC1	8	14%	-29%	39%[activator]	2%	1%	3
CCOC(=O)C(NC(=O)C(Cc1ccc(N(CCCl)CCCl)cc1)NC(C)=O)C(C)C (stereo not given)	-2	-18%	90%[activator]	4%	2%	-5%	6
COc1cc(/C=N/NC(=O)CCN2CCCCC2)ccc1O	-2	3%	-20%	?	5%	0%	3
O=S(=O)(Nc1ccccc1O)c1ccc(Cl)nc1	1	6%	-17%	19%	-6%	2%	28
